ASM inhibitor = Inhibitors of Secretory Acid Sphingomyelinase (S-ASM): qHTS | placental ASM, HMU-PC fluorogenic substrate, 60 min | Potency, µM (highest dose often 57.5 µM), for the others: at the highest dose activity change, negative = inhibition, most hits filed as inhibitors | 340,000 compounds, 0.006% hits | Sphingomyelin phosphodiesterase (Homo sapiens), P17405; also: potency is read from the fitted curve at half-maximal effect
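qHTS format. ASM enzyme prepared from human placenta hydrolyses the fluorogenic substrate HMU-PC0 (9 uM final) over 60 min at 37 °C after a 10 min compound preincubation.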
Menin-MLL TR inh = qHTS Assay for Inhibitors Targeting the Menin-MLL Interaction in MLL Related Leukemias: Competition With Texas Red Labeled MLL-derived Mutant Peptide. O00255. Potency, µM (doses to about 61.6 µM), for the others: at the top dose FP activity change, negative = inhibition, hits mostly inhibitors. 270,000 compounds, 0.23% hits. AID 1768, 2009. Menin + Texas Red MLL mutant peptide, fluorescence polarization; active = well fitted inhibition curve with a large enough effect in the polarisation, with a control signal flat, not every such curve was filed as active; inconclusive = small, poorly fitted or top-dose-only effect, or effect the other way, or a change in a side signal; inactive = no such curve, though single readings can be large or run the other way; the % refers to the polarisation; also: potency is read from the fitted curve at half-maximal effect; % of control where 0% means no effect; many of its hits are not listed in these tables
GALK inh = qHTS Assay for Inhibitors of Human Galactokinase (GALK); Purified GALK, Kinase-Glo residual ATP luminescence; Potency, µM (highest dose often 57.5 µM), for inactives: at the highest dose activity change, negative = inhibition, usual class: inhibitors; 270,000 compounds, 0.007% hits; AID 1868, 2009; also: potency is read from the fitted curve at half-maximal effect; % is scaled to controls: 0 for no effect and ±100 for the full control effect
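Kinase-Glo Plus luminescence measured ATP left after a 1 h room-temperature reaction. The reaction used 5 nM GALK, 100 uM galactose and 35 uM ATP at pH 8.0 (20 mM HEPES, 5 mM MgCl2, 60 mM NaCl, 1 mM DTT, 0.01% BSA).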
Chronic BCR inh = qHTS Assay to Find Inhibitors of Chronic Active B-Cell Receptor Signaling. Potency, µM (titrated, usually from 46.1 µM), without a hit: at the highest dose ratio change, negative = lower green/red ratio, most hits filed as inhibitors. ABC-DLBCL IkBa-CBG/CBR reporter, luminescence ratio, 4 h. 340,000 compounds, 0.05% hits; active = well fitted inhibition curve with a large enough effect in the signal ratio, with a control signal flat, not every such curve was filed as active; inconclusive = small, poorly fitted or top-dose-only effect, or effect the other way, or a change in a side signal; the % refers to the signal ratio;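 also: potency is read from the fitted curve at half-maximal effect; plate controls were basal doxycycline-induced cells for no effect and cells given 10 µM MG132 for full effect; MG132 reads +100%, hits lower the ratio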
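Compounds up to 46 uM were incubated four hours with TMD8 cells whose green CBG68 luciferase is fused to IkappaBalpha; red CBR luminescence normalised the signal, and concentration-effect curves were fitted to fusion, red and ratio data.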
hERG WT inh = qHTS for Inhibitors of KCHN2 3.1: Wildtype qHTS | Voltage-gated inwardly rectifying potassium channel KCNH2 (Homo sapiens), Q12809 | U2OS, BacMam KCNH2, thallium flux FluxOr; stronger effect = lower value | activity change, % at 1.84 µM | 340,000 compounds, 0.37% hits;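 active = maximum activity change below -70%; inconclusive = maximum activity change between -70% and -50%; inactive = maximum activity change above -50%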; also: % is scaled to controls: 0 for no effect and ±100 for the full control effect
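U2OS cells were transduced with wild-type KCNH2 virus (2.03 x 10^8 / mL) for 4 h at room temperature, then cultured overnight at 37 C. Thallium flux was read with FluxOr dye. Rate constants were normalized to DMSO controls.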
Mito fusion yeast = qHTS Assay for Small Molecule Inhibitors of Mitochondrial Division or Activators of Mitochondrial Fusion; S. cerevisiae fusion-defective mutant growth rescue, CellTiterGlo 48 h; Potency, µM (titrated, usually from 46.1 µM), for the others: at the top dose growth rescue (activation), actives largely listed as activators; 320,000 compounds, 0.23% hits;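 also: potency is read from the fitted curve at half-maximal effect; % of control where 0% means no effect; nearly all actives have a fitted effect of over 45% in size; temperature-sensitive fusion mutants such as fzo1-1 at 37 °C on non-fermentable ethanol glycerol medium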
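Yeast fusion mutant, YPEG (non-fermentable carbon), compound, 48 h at 37C non-permissive; CellTiterGlo added, 10 min RT, luminescence read. Rescued growth = division inhibition.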
PKM2 activator = qHTS Assay for Activators of Human Muscle isoform 2 Pyruvate Kinase; purified PKM2, Kinase-Glo ATP luminescence, activation; response scale: 0% is enzyme alone, no compound; Potency, µM (highest dose often 57.5 µM), for inactives: at the top dose activation, usual class: activators; AID 1631, 2009; 260,000 compounds, 0.34% hits; also: potency is read from the fitted curve at half-maximal effect; % is scaled to controls: 0 for no effect and ±100 for the full control effect; nearly all actives have a fitted effect of over 55% in size
Target sequence (P14618 whole entry, looked up, canonical isoform): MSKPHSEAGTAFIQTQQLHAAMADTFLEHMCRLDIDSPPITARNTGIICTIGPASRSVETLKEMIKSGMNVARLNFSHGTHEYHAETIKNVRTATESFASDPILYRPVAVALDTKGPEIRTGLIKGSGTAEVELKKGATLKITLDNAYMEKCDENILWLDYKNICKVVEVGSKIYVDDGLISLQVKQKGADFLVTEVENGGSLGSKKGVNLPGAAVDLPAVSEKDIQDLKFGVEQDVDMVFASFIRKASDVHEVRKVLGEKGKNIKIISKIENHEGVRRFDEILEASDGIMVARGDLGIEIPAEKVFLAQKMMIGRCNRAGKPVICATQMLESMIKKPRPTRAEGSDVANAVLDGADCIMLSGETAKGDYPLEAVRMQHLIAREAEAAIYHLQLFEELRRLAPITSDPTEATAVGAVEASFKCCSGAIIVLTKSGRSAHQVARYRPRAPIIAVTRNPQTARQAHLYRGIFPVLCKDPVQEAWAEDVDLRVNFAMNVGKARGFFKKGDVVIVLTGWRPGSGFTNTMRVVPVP
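Purified hPK-M2 (>95% pure) converted ADP (0.1 mM final) to ATP with 0.5 mM PEP in 50 mM imidazole pH7.2, KCl, MgCl2, Tween 20, BSA; 1 h at room temperature. ATP detected by Kinase-Glo luminescence.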
MBNL1-CUG inh = qHTS Assay for Inhibitors of MBNL1-poly(CUG) RNA binding | TR-FRET MBNL1-His/biotin-(CUG)12 binding, 665/545 ratio | 280,000 compounds, 0.036% hits | Muscleblind-like protein 1 (Homo sapiens), Q9NR56 | Potency, µM (top dose mostly 57.5 µM), for the others: at the highest dose activity change, negative = inhibition, most hits filed as inhibitors; active = well fitted inhibition curve with a large enough effect in the signal ratio, with a control signal flat, not every such curve was filed as active; inconclusive = small, poorly fitted or top-dose-only effect, or effect the other way, or a change in a side signal; inactive = no such curve, though single readings can be large or run the other way; the % refers to the signal ratio; also: potency is read from the fitted curve at half-maximal effect; % is scaled to controls: 0 for no effect and ±100 for the full control effect
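Ratiometric TR-FRET (665 over 545 nm, excitation 340 nm) tracks disruption of MBNL1-His/biotin-(CUG)12 complex after 60 min at room temperature, with compounds at 92 nM to 58 uM final.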
Eya2 inh = qHTS Assay for Inhibitors of the Phosphatase Activity of Eya2 | AID 488837, 2010 | 330,000 compounds, 0.006% hits | recombinant Eya2, OMFP fluorescence dephosphorylation (OMFP is methylfluorescein phosphate) | Potency, µM (doses to about 76.9 µM), without a hit: top-dose activity, negative = inhibition, most hits filed as inhibitors | Protein phosphatase EYA2 (Homo sapiens), O00167; also: potency is read from the fitted curve at half-maximal effect; % is scaled to controls: 0 for no effect and ±100 for the full control effect
Target sequence (O00167 whole entry, looked up): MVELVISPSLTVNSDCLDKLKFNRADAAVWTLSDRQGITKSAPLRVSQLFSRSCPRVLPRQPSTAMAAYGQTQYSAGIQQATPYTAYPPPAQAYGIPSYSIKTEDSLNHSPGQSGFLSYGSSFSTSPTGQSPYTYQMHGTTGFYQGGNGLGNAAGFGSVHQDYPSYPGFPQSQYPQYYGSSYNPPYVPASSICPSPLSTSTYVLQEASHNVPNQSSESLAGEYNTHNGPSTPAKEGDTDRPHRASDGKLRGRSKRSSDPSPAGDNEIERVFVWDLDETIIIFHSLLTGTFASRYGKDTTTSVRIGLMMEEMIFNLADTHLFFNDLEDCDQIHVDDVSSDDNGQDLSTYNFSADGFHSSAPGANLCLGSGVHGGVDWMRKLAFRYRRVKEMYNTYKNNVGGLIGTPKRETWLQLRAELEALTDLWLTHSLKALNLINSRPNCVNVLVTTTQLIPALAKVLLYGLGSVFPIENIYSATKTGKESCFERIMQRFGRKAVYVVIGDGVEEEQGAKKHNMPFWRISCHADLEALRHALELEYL
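Eya2 protein (added as 0.2 uM solution) was preincubated with compound for 10 min at ambient temperature in 50 mM HEPES pH 7.5, 50 mM NaCl, 5 uM MgCl2, 0.05% BSA, 1 mM DTT. OMFP (added at 50 uM) then reacted 10 min; fluorescence read at 485/525 nm.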
TSHR antagonist = Antagonists of the Thyroid Stimulating Hormone Receptor: HTS campaign. TSHR-expressing cells, TSH-stimulated cAMP HTRF, 2 h; stronger effect = lower value. activity change, negative = inhibition, % at 11.5 µM. 330,000 compounds, 0.2% hits;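 active = activity change below a set negative limit, meaning inhibition stronger than a set level, cut at about -70% in these data; inconclusive = activity change between two set negative limits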; also: % is scaled to controls: 0 for no effect and ±100 for the full control effect
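Cell-based HTRF cAMP assay; TSHR cells + compound, TSH EC80 (4nM final), 2 h, 37 deg C. Lysis with anti-cAMP cryptate and cAMP-d2, 30 min RT, read 665/620 nm.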
USP2a block = qHTS Assay for Inhibitors of Ubiquitin-specific Protease USP2a Using CHOP2 as the Reporter | Ubiquitin carboxyl-terminal hydrolase 2 (Homo sapiens), O75604 | USP2 core, Ub-CHOP2 coupled fluorogenic reporter, 485/531 | Potency, µM (series often up to 38.3 µM), inactives show at the highest dose activity change, negative = inhibition, usual class: inhibitors | 330,000 compounds, 0.01% hits;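 also: potency is read from the fitted curve at half-maximal effect; plate controls were DMSO wells for no effect and full inhibition by NEM control for full effect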
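Cell-free coupled assay: 10nM USP2 core preincubated 30min RT with compound in Tris-HCl pH 8.0/CaCl2/CHAPS buffer, then 25nM Ub-CHOP2 and 25nM reporter substrate; fluorescence (Ex 485/Em 531) read after 60min RT, normalized to NEM inhibition, concentration-response curves fitted.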
Starred values were filed as active, the others as inactive; u = inconclusive; x = no result given; [ ] = dose if it differs, or a comment. Unless noted, calls follow the shape of the dose curve; as a rule, active = well fitted curve in the direction sought with a large enough effect; inconclusive = small, poorly fitted or top-dose-only effect, or another doubt; inactive = no such curve, though single readings can be large; an effect the other way counts as inactive or inconclusive. Only part of the results is shown; rates above refer to the full screens.

The line under a structure holds: ASM inhibitor	Menin-MLL TR inh	GALK inh	Chronic BCR inh	hERG WT inh	Mito fusion yeast	PKM2 activator	MBNL1-CUG inh	Eya2 inh	TSHR antagonist	USP2a block
> COc1ccc(/C=C/c2nc(-c3ccccc3O)n[nH]2)cc1
    -4%	u	-2%	u	-8	u	-9%	2%	-2%	0	-12%
> O=C(CC(=O)NC1CCCCC1)N/N=C/c1ccccc1F
    x	-2%	0%	1%	x	-7%	7%	-1%	4%	-1	-1%
> CC(=O)N1CCN(Cc2ccc(Br)s2)CC1
    2%	-22%	1%	3%	6	1%	-16%	-2%	2%	14	-1%
> O=C(Nc1ccc(-c2nc3cccnc3s2)cc1)c1ccc(Cl)nc1
    41%	x	0%	u	2	-1%	1%	15%	-1%	-3	1%
> Cc1nn(C(=O)c2ccco2)c(C)c1Sc1ccc(Cl)cc1
    -2%	-8%	2%	u	7	7%	0%	x	3%	8	6%
> CC1(C)CC2CC(C)(CN2C(=O)COC(=O)c2cccc([N+](=O)[O-])c2)C1 (configuration not stated)
    -1%	x	x	u	2	x	x	x	9%	0	1%
> COc1ccc(C2C3=C(N=C4SCC(=O)N42)c2ccccc2CC3)cc1 (configuration not stated)
    0%	1%	0%	0%	1	14%	-3%	u	-4%	7	-13%
> CCOC(=O)N1CCN(C(=S)NC)CC1
    4%	0%	-1%	-13%	-4	0%	-3%	-11%	18%	0	0%
> CC(C)c1nnc(NC(=O)c2cccc(NC(=O)C(F)(F)F)c2)s1
    -3%	8%	4%	u	-2	-7%	2%	3%	18%	3	1%
> Cc1onc(-c2ccccc2Cl)c1C(=O)Nc1cccc(S(=O)(=O)NC2=NCCC2)c1
    1%	x	x	-3%	-4	0%	x	x	-28%	-1	-1%
> COc1ccccc1/C=C/C(=O)Nc1ccc(N2CCOCC2)cc1
    1%	-10%	10%	u	0	-5%	-8%	x	-23%	15	1%
> COc1ccccc1C(=O)NCCC(=O)N1CCCCC1
    0%	x	-4%	3%	-4	2%	-1%	-4%	-14%	7	3%
> CCn1ncc([N+](=O)[O-])c1C(=O)n1nc(C)cc1C
    5%	-11%	1%	u	-3	6%	-6%	-1%	4%	2	1%
> O=C(COC(=O)c1c2c(nc3ccccc13)/C(=C/c1ccco1)CC2)NC1CCCC1
    161%[activator]	u	2%	2%	3	26%	11%	49%[activator]	9%	-6	u
> COc1ccc(C2NC(=O)c3sc(=S)n(-c4ccccc4)c3N2)cc1 (configuration not stated)
    -1%	x	-1%	-5%	-5	3%	2%	u	-18%	0	-7%
> O=C(NNC(=O)C1CCN(Cc2ccc(Cl)c(Cl)c2)CC1)c1cccs1
    -1%	-2%	-2%	6%	-14	1%	-6%	3%	-3%	20	-1%
> COc1ccc2[nH]c(=O)c(CN(Cc3cccs3)Cc3nnnn3Cc3ccccc3)cc2c1
    18%	-15%	-2%	-9%	-2	-1%	0%	3%	-11%	-9	2%
> O=C1CC(N2CCN(c3ccc(C(=O)c4ccc(F)cc4)cc3)CC2)C(=O)N1 (configuration not stated)
    0%	-25%	2%	15%	4	-2%	1%	10%	8%	-9	-1%
> CCC(C)Sc1nnc(CNS(=O)(=O)c2ccc(F)cc2)n1C (configuration not stated)
    7%	x	-4%	-4%	-2	1%	-6%	2%	-3%	4	1%
> CC1(C)CC(N2CCOCC2)=CC(=[N+]2CCOCC2)C1
    1%	17%	9%	-2%	-3	-3%	-3%	-4%	14%	-1	-3%
> N#Cc1c(-c2ccccc2)nc(-c2ccccc2)[nH]c1=O
    4%	16%	-4%	12%	7	-2%	-1%	-24%	13%	2	2%
> CC(C)=CCN1CCN(Cc2cc(C(C)C)n[nH]2)CC1CCO (configuration not stated)
    5%	-1%	8%	-1%	7	-1%	-9%	-5%	-24%	-2	2%
> Cc1ccc(CSCC(=O)N(C)CC(=O)Nc2ccc(Br)cc2C)cc1
    -2%	x	x	u	-3	1%	x	x	-24%	-4	4%
> O=C(CSc1ccc(Br)cc1)Nc1cccc(S(=O)(=O)N2CCOCC2)c1
    -10%	x	x	u	-12	-4%	x	x	15%	-6	0%
> COc1ccc2[nH]c(=O)c(C(c3nnnn3CC3CCCO3)N3CCCCC3)cc2c1 (configuration not stated)
    77%[activator]	-12%	4%	-9%	1	5%	-6%	-5%	1%	4	0%
> COc1cccc(C2N(c3cccc(Cl)c3)C(=O)C3CCCN32)c1OC (configuration not stated)
    3%	-1%	2%	u	-1	-4%	3%	-18%	-9%	-6	5%
> COCCNS(=O)(=O)c1ccc(OCC(=O)N2CCc3ccccc3C2)c(Cl)c1
    1%	-7%	2%	-4%	-2	5%	-1%[11.5 µM]	-2%	-8%	3	0%
> O=C(CCS(=O)(=O)c1ccccc1Cl)Nc1ccc(S(=O)(=O)Nc2ncccn2)cc1
    -1%	x	-1%	2%	5	-2%	5%	x	-10%	4	7%
> COCCN(C(=O)COC(=O)CCC(=O)c1cccs1)c1c(N)n(Cc2ccccc2)c(=O)[nH]c1=O
    5%	x	x	1%	-7	-1%	x	x	4%	12	2%
> N#Cc1ccc(C2=CC(=O)C[C@H](c3ccc(Cl)cc3)C2)cc1
    -19%	x	x	4%	-30	u	x	x	-13%	-5	-6%
> O=C(c1ccc(S(=O)(=O)Nc2ccccc2F)cc1)N1CCC1
    2%	x	x	1%	-2	-2%	x	x	-21%	27	0%
> CCOc1ccccc1-n1nnnc1SCC(=O)NC(=O)NCc1ccco1
    -1%	5%	-1%	-6%	1	0%	7%	1%	12%	-6	3%
> CCN1CCN(c2nc3c(c(=O)n(C)c(=O)n3C)n2Cc2cccc3ccccc23)CC1
    1%	0%	1%	-1%	20	-1%	5%	-10%	-3%	-2	0%
> CCN1C(=O)c2cccc3c(S(=O)(=O)NCCCN4CCOCC4)ccc1c23
    226%[activator]	u	-4%	-1%	-2	-2%	-5%	u	-2%	-9	1%
> NCCc1nnc(SCc2ccccc2Cl)o1
    0%	x	4%	-10%	7	2%	0%	2%	12%	17	5%
> CCC(=O)N(Cc1cc2cc(C)c(C)cc2[nH]c1=O)C1CCCCC1
    -5%	-12%	0%	-1%	-4	2%	0%	-3%	-21%	-2	-1%
> COc1ccccc1NC(=O)Nc1nc(C(C)(C)C)cs1
    u	28%	-4%	u	2	5%	6%	x	-19%	-14	1%
> COc1cc(OC)c(C(=O)O/N=C(\N)c2ccc(C)cc2)cc1OC
    -1%	-2%	x	3%	0	4%	x	-6%	4%	-7	3%
> COc1ccc2oc(=O)c(C(=O)NCc3ccco3)cc2c1
    105%[activator]	1%	0%	8%	-14	10%	-21%	u	-10%	-12	1%

Bioassay records deposited in PubChem by National Center for Advancing Translational Sciences (NCATS).
